# TROY signal inh: blocks TROY-dependent signaling in reporter cells | Q293 LMP1-TROYcd NF-kB luciferase reporter, 4 h | inhibition, % at 10 µM | 360,000 tested, 0.98% active | AID 1347056;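 active means compounds whose plate-normalised and pattern-corrected inhibition of the luciferase reporter signal at the single screening dose is 50% or more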
# Shn3 3UTR inh: inhibitors of Schnurri-3 3'UTR reporter in osteoblasts | Clone20 osteoblast Shn3 3'UTR firefly luciferase, 24 h | inhibition, % at 12.5 µM | 360,000 tested, 0.52% active | AID 588674;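 active means mean inhibition of at least 75% with every replicate also reaching 75%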;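 further: 0% = median of neutral control wells and 100% = pilot-screen positive control compound; some compounds past the cut are filed as inactive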
# KKLEB tox: counter-screen for CF NF-kB inhibitors: cytotoxicity; AID 602141; 360,000 tested, 0.36% active; KKLEB CF airway cells viability, ATPlite luminescence, overnight; hits give low values; cells stimulated with P. aeruginosa culture filtrate; activity change (cytotoxicity), % at 5 µM;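 active means corrected activity change at or below -50% at 5 µM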
# NR2E3 ag-1: activates human NR2E3 receptor; AID 602229; 360,000 tested, 0.35% active; CHO-S Gal4-NCOR/VP16-NR2E3 two-hybrid, luciferase; Q9Y5X4; inhibition of corepressor binding, % at 3.98 µM;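 active means inhibition above the mean of all tested compounds plus 3 SD, cut at about 70% in these data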;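 further: 0% = DMSO with NR2E3 transfected cells and 100% = cells lacking NR2E3 construct; higher means lower luciferase signal from less NR2E3 corepressor binding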
# Target sequence (Q9Y5X4 whole entry, looked up, the tested form may be a part): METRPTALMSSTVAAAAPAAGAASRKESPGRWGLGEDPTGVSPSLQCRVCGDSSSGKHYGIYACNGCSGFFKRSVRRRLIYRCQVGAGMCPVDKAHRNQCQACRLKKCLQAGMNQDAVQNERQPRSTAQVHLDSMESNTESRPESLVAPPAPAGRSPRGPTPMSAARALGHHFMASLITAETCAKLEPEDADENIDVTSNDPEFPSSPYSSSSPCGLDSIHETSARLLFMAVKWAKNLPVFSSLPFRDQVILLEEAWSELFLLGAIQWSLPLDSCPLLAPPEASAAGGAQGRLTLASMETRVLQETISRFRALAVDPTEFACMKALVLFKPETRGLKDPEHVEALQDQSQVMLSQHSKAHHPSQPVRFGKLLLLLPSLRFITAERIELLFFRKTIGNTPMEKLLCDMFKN
# Peg3 prom inh: inhibitors of Peg3 promoter. HeLa PEG-Prom luciferase reporter, luminescence, overnight. inhibition, % at 20 µM. 360,000 tested, 1.7% active. AID 588405;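 active means inhibition of at least 50% at 20 µM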
# CF NFkB inh: blocks PAF-induced NF-kB reporter in cystic fibrosis cells | 360,000 tested, 0.86% active | AID 588850 | inhibition, % at 5 µM | KKLEB NF-kB-GFP reporter, GFP fluorescence overnight;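 active means at least 50% inhibition at 5 µM, scaled per plate between neutral and stimulator controls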;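 further: PAF is a Pseudomonas aeruginosa culture filtrate used as stimulus; plate controls were PAF-stimulated DMSO wells for no effect and unstimulated DMSO wells for full effect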
# TWEAK-Fn14 inh: blocks TWEAK-Fn14 interaction in a reporter cell assay | TWEAK-stimulated Fn14 reporter cells, luciferase luminescence, 8 h | inhibition, % at 10 µM | 360,000 tested, 2% active | AID 1159606; in the data active means inhibition above about 50%
# MITF TRPM1 inh: reduces MITF-dependent TRPM1 promoter luciferase signal. SK-MEL-5 TRPM1 promoter luciferase, 24 h. 330,000 tested, 0.83% active. inhibition, % at 12.5 µM;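 active means mean inhibition across replicates of 60% or more, whatever share of single replicates reaches that level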; further: values of inactives mirror those of a sister screen read the other way
# HIF-2a block: inhibitors of HIF-2a; 786-0 RCC cells HIF-2a reporter, luciferase luminescence, overnight; inhibition, % at 18.8 µM; 360,000 tested, 0.72% active;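 active means inhibition of the luminescence signal of 40% or more relative to plate controls, in a single-dose primary screen at 18.75 µM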
# C8 TRAIL sens: sensitizes caspase-8 expressing cells to TRAIL | NB7+C8 cells + TRAIL, ATPlite viability luminescence | inhibition (viability loss, TRAIL sensitization), % at 10 µM | 360,000 tested, 1% active | AID 624354;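 active means compounds causing at least 50% loss of cell viability in the single-dose screen, relative to plate controls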
# NR2E3 ag-2: agonists of human nuclear receptor NR2E3 | AID 2300 | GST-NR2E3/biotin-RetCOR TR-FRET, 1536-well | inhibition of corepressor binding, % at 4.78 µM | 320,000 tested, 0.12% active | Q9Y5X4;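 active means percent inhibition above the cutoff of mean plus 3 SD of all tested compounds, set per screening campaign, cut at about 20% in these data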;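 further: 0% = DMSO wells and 100% = biotin wells as full block of FRET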
#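 System: GST-tagged NR2E3 plus biotinylated RetCOR corepressor; Amount: 1.35 nM GST-tagged NR2E3 final; Dosing: single nominal compound dose of 4.8 µM; Schedule: 5 h incubation at 4 °C; Technique: TR-FRET with europium anti-GST and streptavidin-D2, 340 nm excitation; Controls: biotin wells as high control, 0.6% DMSO wells as low control.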
# Numbers without * were called inactive; nt = not tested or not shown.
SMILES,TROY signal inh,Shn3 3UTR inh,KKLEB tox,NR2E3 ag-1,Peg3 prom inh,CF NFkB inh,TWEAK-Fn14 inh,MITF TRPM1 inh,HIF-2a block,C8 TRAIL sens,NR2E3 ag-2
O=C(CN1C(=O)CCC1=O)Nc1nc(-c2ccccn2)cs1,1,11,-5,-15,5,-30,12,4,10,10,5
CCOC1=C2[C@@H](CN(S(=O)(=O)c3ccc(C)cc3)[C@H]2c2cccc3ccccc23)[C@H]2C(=O)NC(=O)[C@H]2C1,15,-3,-1,-2,9,1,23,nt,10,5,nt
Cc1ccc2nc(N3CCN(C)CC3)c(C#N)cc2c1,-20,-6,-3,-8,-24,0,-6,-13,-63,-14,-1
CCCCCOc1ccc(NC(=O)C2OC3OC(C)(C)OC3C3OC(C)(C)OC23)cc1 (stereo unspecified),-15,-14,-16,6,13,-13,0,9,12,2,-4
CC(=O)Nc1ccc(C(=O)CSc2nnc3scc(-c4ccccc4)n23)cc1,1,-20,7,-15,10,-9,-16,-1,-18,-7,-215
CC(C)(C)OC(=O)N1CCC2(CC1)Oc1ccc(F)cc1C(=O)C21CC(c2ccccc2)=NO1 (stereo unspecified),-4,12,-9,3,1,23,-12,12,12,2,0
O=C1Cc2ccccc2C(=O)N1c1ccc(F)cc1Cl,-3,-18,8,-38,11,-29,27,6,-5,0,5
Cc1ccc2c(c1)C(=O)C(=O)N2CC(=O)Nc1ccc(N2CCOCC2)cc1,13,1,6,6,5,-6,3,3,10,-4,-1
CCCc1nc2c([nH]1)C(c1cccnc1)C(C#N)=C(N)O2 (stereo unspecified),14,11,1,-4,0,5,7,14,20,-2,1
COc1ccc(CNC(=O)CN(Cc2ccco2)C(=O)CNS(=O)(=O)c2ccc(C)cc2)cc1,7,-15,7,-24,16,-4,42,7,0,-20,-1
COc1ccc(OC)c(-c2cc(C(=O)NC3CCCC3)c3ccccc3n2)c1,21,7,12,-25,12,-20,-2,0,20,-7,1
O=C(Nc1ccc(S(=O)(=O)N2CCCCC2)cc1)c1ccc(Cl)nc1,16,1,8,13,3,-2,36,6,1,9,nt

# 3 entries already listed, ordered by the value under HIF-2a block, highest first.
Compound	HIF-2a block
COc1ccc(OC)c(-c2cc(C(=O)NC3CCCC3)c3ccccc3n2)c1	20
COc1ccc(CNC(=O)CN(Cc2ccco2)C(=O)CNS(=O)(=O)c2ccc(C)cc2)cc1	0
Cc1ccc2nc(N3CCN(C)CC3)c(C#N)cc2c1	-63

# Further entries follow:
SMILES,TROY signal inh,Shn3 3UTR inh,KKLEB tox,NR2E3 ag-1,Peg3 prom inh,CF NFkB inh,TWEAK-Fn14 inh,MITF TRPM1 inh,HIF-2a block,C8 TRAIL sens,NR2E3 ag-2
COC(=O)c1cc(-c2cccc(OC)c2)c2c(=O)[nH]c(=O)n(C)c2n1,7,6,-5,-30,11,28,-13,-9,24,-5,-2
CCCOc1ccc(C(=O)ON=C2CCN(C)CC2)cc1,-24,-12,6,13,10,-3,-34,-8,10,-2,-4
O/N=C/c1ccc2cccc(O)c2n1,23,nt,0,5,-17,4,-10,6,24,-5,2
COc1cc(Br)cc(CN2CCN(C=O)CC2)c1O,7,15,3,-10,8,12,-10,-3,10,-24,3
O=C(NCN1CCCCC1)c1cnccn1,nt,-12,2,5,5,0,-2,11,10,6,-1
COc1cc(NC(=S)N(C)CCC#N)c(OC)cc1Cl,-30,7,10,20,-24,-5,0,3,-17,6,-5
CC1CCCCC1NC(=O)C1CCN(S(=O)(=O)c2ccc3c(c2)CCC(=O)N3)CC1 (stereo unspecified),-5,8,17,0,1,4,-11,-2,7,-5,0
COc1ccc(CCNC(=O)Cn2nnc(C(=O)Nc3cccc(C)c3C)c2N)cc1OC,13,2,6,-9,-1,16,-3,18,3,7,4
Cc1cc(C)c2nc(/N=C(\N)NC(=O)Nc3ccccc3)nc(C)c2c1,-17,80,3,-1,12,-45,-10,-1,-27,12,2
CC(=O)Nc1ccc(S(=O)(=O)Nc2nc3ccccc3nc2Nc2ccccc2)cc1,3,7,6,8,-2,-27,-23,-5,10,-6,3
C/C(=N\Nc1ccc([N+](=O)[O-])cc1[N+](=O)[O-])C(C)(C)C(C(=O)O)C(=O)O,10,-31,3,-15,4,-4,20,1,9,-2,-1
Cc1cccc(C(=O)NC(=S)NNC(=O)c2ccc(Cl)cc2)c1,-3,7,-6,13,16,31,-47,-2,5,6,-2
CCOC(=O)c1cc(-c2c(Cl)cccc2Cl)no1,-24,-8,8,-2,0,2,-7,-5,24,1,2
CCc1nn(CC(=O)NCCc2ccc(OC)cc2OC)c(=O)c2cc3occc3n12,-4,-5,2,-13,8,-5,-13,-3,13,-2,0
COc1ccccc1NS(=O)(=O)c1cc(NC(=O)c2cccs2)ccc1N1CCOCC1,-7,-14,11,-8,6,7,-3,-7,23,-15,3
COc1ccc(OC)c(NC(=O)COC(=O)CCc2nc3ccccc3c(=O)[nH]2)c1,17,-25,-10,-5,4,15,-2,2,11,1,nt
COc1ccc(Cl)cc1NC(=O)C1CC(c2ccccc2O)=NO1 (stereo unspecified),-2,2,-7,13,-1,14,0,2,8,-10,2
COc1ccc(CN(Cc2ccc(C(=O)O)cc2)C(=S)Nc2ccccc2Cl)cc1OC,8,11,-5,-9,10,12,-4,20,11,2,2
COCC(=O)N(C)c1nnc(-c2cnc(C)cn2)s1,-9,-12,9,-7,-50,-4,-20,-18,-53,15,0
CCc1ccc([C@@H]2CC=C(C(=O)O)CN2S(=O)(=O)c2ccc(C)cc2)cc1,28,-15,-1,-1,-7,-10,5,6,1,-3,5
CCCOc1ccc(CC2CCC(=O)NC2=O)cc1 (stereo unspecified),5,6,9,-20,2,-11,0,-6,4,-9,3
COc1ccc(C(=O)c2sc3nc(-c4ccccc4)ccc3c2N)cc1,-29,-2,-12,-40,-23,5,2,-9,-47,2,5
COc1ccccc1NC(=O)N1C2CCCC1CC(NC(=O)c1ccccc1)C2 (stereo unspecified),1,11,23,-18,16,-2,-7,-2,11,-9,3
CCN(CC)CCCN(Cc1cc2cc3c(cc2[nH]c1=O)OCO3)C(=O)Nc1ccccc1OC,-13,-20,-1,-24,13,-17,-9,-6,1,1,2
Cc1ccc(S(=O)(=O)N2CCOCC2)cc1NC(=O)COc1ccc2c(C)cc(=O)oc2c1,0,0,5,-17,2,12,-12,-2,1,7,1
Fc1ccc(CSc2nncn2NCc2ccc3c(c2)OCO3)cc1,9,19,-7,-14,10,12,23,6,13,-7,1
COc1ccccc1NC(=O)CSCc1ccc([N+](=O)[O-])cc1,-5,19,-5,-20,12,10,-1,9,4,-1,3
Cn1cnnc1SCC(=O)Nc1ccc(S(=O)(=O)N2CCOCC2)cc1,13,4,-10,-16,4,6,0,-4,7,-11,3
CN(C)CCNc1ncnc2c1sc1nc(N3CCOCC3)c3c(c12)CC(C)(C)SC3,0,6,-28,-2,81*,18,-12,77*,54*,28,3
CC(C)N(CCc1ccncc1)C(=O)Nc1ccc(F)cc1,-8,-24,-6,-13,10,4,-7,nt,12,0,3
CCCc1ccc(-c2cc(C(=O)N3CCN(c4ccccn4)CC3)c3ccccc3n2)cc1,48,27,-76*,-37,-40,12,32,-16,-122,91*,-1
COc1ccc(-c2oc3ccc(-c4cc(OC)c(OC)c(OC)c4)cc3c2C(=O)c2ccc(OC)nc2)cc1,-5,10,-4,10,6,5,-6,1,1,1,0
CCOCCCNC(=O)c1cc(Nc2ccc(OC)cc2OC)nc2ccccc12,-5,12,14,-12,-18,-15,16,3,-7,-20,-1
COc1cccc(C(=O)NCCSCc2c(F)cccc2Cl)c1,-51,-14,-10,-75,-117,-6,-38,-30,-196,-9,5
C=CCn1c(SCC(=O)NC2CCCCC2)nnc1-c1ccc(OC)cc1,-4,30,7,-18,14,3,-20,11,1,3,0
CCOC(=O)c1cnc2cc(C)nn2c1-c1ccccc1,-2,4,0,6,8,1,-10,-5,17,9,-3

# Some of the entries above, reformatted:
# Screens in order: TROY signal inh	Shn3 3UTR inh	KKLEB tox	NR2E3 ag-1	Peg3 prom inh	CF NFkB inh	TWEAK-Fn14 inh	MITF TRPM1 inh	HIF-2a block	C8 TRAIL sens	NR2E3 ag-2
Cc1cccc(C(=O)NC(=S)NNC(=O)c2ccc(Cl)cc2)c1
→ -3	7	-6	13	16	31	-47	-2	5	6	-2
CCOC(=O)c1cc(-c2c(Cl)cccc2Cl)no1
→ -24	-8	8	-2	0	2	-7	-5	24	1	2
CCc1nn(CC(=O)NCCc2ccc(OC)cc2OC)c(=O)c2cc3occc3n12
→ -4	-5	2	-13	8	-5	-13	-3	13	-2	0
COc1ccccc1NS(=O)(=O)c1cc(NC(=O)c2cccs2)ccc1N1CCOCC1
→ -7	-14	11	-8	6	7	-3	-7	23	-15	3
COc1ccc(OC)c(NC(=O)COC(=O)CCc2nc3ccccc3c(=O)[nH]2)c1
→ 17	-25	-10	-5	4	15	-2	2	11	1	nt
COc1ccc(Cl)cc1NC(=O)C1CC(c2ccccc2O)=NO1 (stereo unspecified)
→ -2	2	-7	13	-1	14	0	2	8	-10	2
COc1ccc(CN(Cc2ccc(C(=O)O)cc2)C(=S)Nc2ccccc2Cl)cc1OC
→ 8	11	-5	-9	10	12	-4	20	11	2	2
COCC(=O)N(C)c1nnc(-c2cnc(C)cn2)s1
→ -9	-12	9	-7	-50	-4	-20	-18	-53	15	0
CCc1ccc([C@@H]2CC=C(C(=O)O)CN2S(=O)(=O)c2ccc(C)cc2)cc1
→ 28	-15	-1	-1	-7	-10	5	6	1	-3	5
CCCOc1ccc(CC2CCC(=O)NC2=O)cc1 (stereo unspecified)
→ 5	6	9	-20	2	-11	0	-6	4	-9	3
COc1ccc(C(=O)c2sc3nc(-c4ccccc4)ccc3c2N)cc1
→ -29	-2	-12	-40	-23	5	2	-9	-47	2	5
COc1ccccc1NC(=O)N1C2CCCC1CC(NC(=O)c1ccccc1)C2 (stereo unspecified)
→ 1	11	23	-18	16	-2	-7	-2	11	-9	3
CCN(CC)CCCN(Cc1cc2cc3c(cc2[nH]c1=O)OCO3)C(=O)Nc1ccccc1OC
→ -13	-20	-1	-24	13	-17	-9	-6	1	1	2

# Remaining list, next part:
SMILES,TROY signal inh,Shn3 3UTR inh,KKLEB tox,NR2E3 ag-1,Peg3 prom inh,CF NFkB inh,TWEAK-Fn14 inh,MITF TRPM1 inh,HIF-2a block,C8 TRAIL sens,NR2E3 ag-2
O=Cc1cn(CC(=O)Nc2ccc(F)cc2)c2ccccc12,5,27,-1,-36,4,-6,7,11,21,20,2
Cc1ccc(NC(=O)CN2C(=O)NC3(CCc4ccccc43)C2=O)cc1 (stereo unspecified),0,19,-13,-17,2,5,-8,3,10,29,7
CC1CCCC(C)N1S(=O)(=O)c1ccc(S(=O)(=O)NCc2ccccc2)cc1 (stereo unspecified),6,-9,-39,-21,17,3,-16,11,-10,6,4
COCCCNc1ncnc2ccc(C)cc12,55*,74,-6,13,-82,18,39,-25,-81,13,2
CC1(C)ON=C(c2cccc(F)c2)NC1=O,3,-3,0,-28,-9,31,-8,nt,-11,-22,nt

# An excerpt. The share of hits here may be higher or lower than overall.
